From PubChem
NCOA1 inh – inhibitors of human steroid receptor coactivator 1 (SRC1); actives 0.12% (n = 360,000); inhibition, % at 3.6 µM; Q15788; HEK293 GAL4-SRC1 luciferase reporter, luminescence;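 active means inhibition above the campaign mean plus 3 SD, with each screening campaign given its own cutoff, cut at about 60% in these data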;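 further: 0% = DMSO treated cells and 100% = gossypol at 36 µM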
Target sequence (Q15788 whole entry, looked up, the tested form may be a part): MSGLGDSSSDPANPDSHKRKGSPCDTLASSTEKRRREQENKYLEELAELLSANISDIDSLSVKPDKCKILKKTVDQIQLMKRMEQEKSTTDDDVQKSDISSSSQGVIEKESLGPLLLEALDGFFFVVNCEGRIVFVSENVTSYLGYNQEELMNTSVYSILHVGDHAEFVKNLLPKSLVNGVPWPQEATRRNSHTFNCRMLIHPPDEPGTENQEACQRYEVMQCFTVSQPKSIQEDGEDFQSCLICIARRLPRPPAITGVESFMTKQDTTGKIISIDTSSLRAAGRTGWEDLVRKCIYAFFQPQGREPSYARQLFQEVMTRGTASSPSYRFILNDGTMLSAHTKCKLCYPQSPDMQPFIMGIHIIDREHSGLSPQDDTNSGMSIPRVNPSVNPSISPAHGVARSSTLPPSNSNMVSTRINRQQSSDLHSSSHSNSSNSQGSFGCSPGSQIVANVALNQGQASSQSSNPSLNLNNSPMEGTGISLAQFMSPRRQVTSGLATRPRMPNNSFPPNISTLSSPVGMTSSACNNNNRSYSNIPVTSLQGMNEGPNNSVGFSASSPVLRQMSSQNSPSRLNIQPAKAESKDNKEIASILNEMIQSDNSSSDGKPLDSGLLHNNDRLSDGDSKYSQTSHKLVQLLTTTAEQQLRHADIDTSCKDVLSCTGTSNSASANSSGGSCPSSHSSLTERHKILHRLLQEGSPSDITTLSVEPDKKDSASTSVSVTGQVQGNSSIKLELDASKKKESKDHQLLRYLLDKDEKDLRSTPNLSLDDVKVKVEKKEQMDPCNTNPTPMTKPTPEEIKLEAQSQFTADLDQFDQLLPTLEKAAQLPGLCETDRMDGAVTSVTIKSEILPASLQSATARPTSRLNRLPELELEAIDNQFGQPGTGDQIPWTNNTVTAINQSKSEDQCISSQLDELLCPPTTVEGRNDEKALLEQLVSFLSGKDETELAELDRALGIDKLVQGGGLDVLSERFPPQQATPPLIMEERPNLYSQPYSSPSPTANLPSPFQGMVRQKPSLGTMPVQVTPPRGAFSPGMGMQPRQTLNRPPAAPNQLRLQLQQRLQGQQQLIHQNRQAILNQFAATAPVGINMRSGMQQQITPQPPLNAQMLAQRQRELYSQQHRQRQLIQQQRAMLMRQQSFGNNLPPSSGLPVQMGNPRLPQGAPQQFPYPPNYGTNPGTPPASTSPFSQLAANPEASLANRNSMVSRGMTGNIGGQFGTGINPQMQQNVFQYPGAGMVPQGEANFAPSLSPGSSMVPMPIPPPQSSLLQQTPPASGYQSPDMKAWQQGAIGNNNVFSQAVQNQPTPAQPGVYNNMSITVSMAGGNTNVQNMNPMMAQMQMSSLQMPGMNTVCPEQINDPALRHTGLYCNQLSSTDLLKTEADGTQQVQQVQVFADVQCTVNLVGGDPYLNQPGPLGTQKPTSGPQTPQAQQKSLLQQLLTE
EBV LMP1 NFkB – inhibitors of Epstein-Barr LMP1-induced NF-kappaB reporter; AID 504558; inhibition, % at 12.5 µM; LMP1-induced NF-kappaB luciferase reporter cells, luminescence; actives 0.69% (n = 350,000); in the data active means inhibition above about 41%;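 further: 0% = neutral control wells and 100% = reference inhibitor control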
TROY NFkB inh – TROY signaling inhibition; Q293 LMP1-TROYcd NF-kB luciferase reporter, 4 h; inhibition, % at 10 µM; actives 0.98% (n = 360,000); AID 1347056;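 active means compounds whose plate-normalised and pattern-corrected inhibition of the luciferase reporter signal at the single screening dose is 50% or more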
C8 TRAIL sens – caspase-8 TRAIL sensitization | AID 624354 | actives 1% (n = 360,000) | inhibition (viability loss, TRAIL sensitization), % at 10 µM | NB7+C8 cells + TRAIL, ATPlite viability luminescence;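 active means compounds causing at least 50% loss of cell viability in the single-dose screen, relative to plate controls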
COUP-TFII inh – NR2F2 (human) inhibition, primary screen. HEK293T NGFI-A luciferase reporter, luminescence. P24468. inhibition, % at 8.6 µM. actives 0.7% (n = 370,000);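 active means inhibition above a per-plate cutoff, mean inhibition of test wells between control levels plus 3 SD, cut at about 38% in these data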;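 further: cells cotransfected with COUP-TFII expression vector driving the NGFI-A reporter; 0% = median of COUP-TF2 test wells and 100% = reporter-only cells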
KKLEB cytotox – CF airway cell cytotoxicity counter-screen. KKLEB CF airway cells viability, ATPlite luminescence, overnight; stronger effect = lower value; cells stimulated with P. aeruginosa culture filtrate. activity change (cytotoxicity), % at 5 µM. actives 0.36% (n = 360,000);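 active means corrected activity change at or below -50% at 5 µM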
NCOA3 inh – human NCOA3 inhibition; Q9Y6Q9; HEK293 GAL4-SRC3 luciferase reporter, luminescence; inhibition, % at 3.6 µM; actives 0.17% (n = 360,000);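 active means inhibition above a per-campaign cutoff, the mean of all compounds plus 3 SD, cut at about 60% in these data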;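 further: 0% = DMSO-treated cells and 100% = gossypol-treated cells at 36 µM; higher means less SRC3-driven luciferase light from the GAL4 reporter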
NR5A2 inv ag – inverse agonists of human LRH-1 (NR5A2) | O00482 | HEK293T StAR-luciferase reporter, LRH-1 transfected, 24 h | inhibition, % at 3.6 µM | actives 0.13% (n = 360,000) | AID 602396;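 active means inhibition above the mean inhibition of all tested compounds plus 3 SD, cut at about 73% in these data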;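 further: 0% = DMSO wells and 100% = reporter-only cells lacking LRH-1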
TWEAK Fn14 block – blocks TWEAK-Fn14 interaction in a reporter cell assay; TWEAK-stimulated Fn14 reporter cells, luciferase luminescence, 8 h; inhibition, % at 10 µM; actives 2% (n = 360,000); AID 1159606; in the data active means inhibition above about 50%
CF NFkB inh – inhibitors of cystic fibrosis induced NF-kB. KKLEB NF-kB-GFP reporter, PAF-induced, GFP fluorescence overnight. inhibition, % at 5 µM. actives 0.86% (n = 360,000);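 active means at least 50% inhibition at 5 µM, scaled per plate between neutral and stimulator controls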;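 further: PAF is a Pseudomonas aeruginosa culture filtrate used as stimulus; plate controls were PAF-stimulated DMSO wells for no effect and unstimulated DMSO wells for full effect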
Shn3 3UTR inh – Schnurri-3 reporter inhibition in Clone20 osteoblasts. actives 0.52% (n = 360,000). Clone20 osteoblast Shn3 3'UTR firefly luciferase, 24 h. AID 588674. inhibition, % at 12.5 µM;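 active means mean inhibition of at least 75% with every replicate also reaching 75%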;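 further: 0% = median of neutral control wells and 100% = pilot-screen positive control compound; some compounds past the cut are filed as inactive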
An asterisk follows results filed as active; . = no result given. The list is partial; the hit share may differ from the screen's.

Preview, 2 compounds:
molecule	NCOA1 inh	EBV LMP1 NFkB	TROY NFkB inh	C8 TRAIL sens	COUP-TFII inh	KKLEB cytotox	NCOA3 inh	NR5A2 inv ag	TWEAK Fn14 block	CF NFkB inh	Shn3 3UTR inh
CC(=O)Nc1ccc(NC(=O)c2ccccc2CCc2ccccc2)cc1	5	6	2	17	-6	1	-5	4	-32	4	-2
CCNS(=O)(=O)c1ccc(NC(=O)c2ccccc2)cc1	-2	-2	-28	-9	-4	-4	-6	0	-5	10	-19

The whole of this part, previewed entries included:
molecule	NCOA1 inh	EBV LMP1 NFkB	TROY NFkB inh	C8 TRAIL sens	COUP-TFII inh	KKLEB cytotox	NCOA3 inh	NR5A2 inv ag	TWEAK Fn14 block	CF NFkB inh	Shn3 3UTR inh
CC(=O)Nc1ccc(NC(=O)c2ccccc2CCc2ccccc2)cc1	5	6	2	17	-6	1	-5	4	-32	4	-2
CCNS(=O)(=O)c1ccc(NC(=O)c2ccccc2)cc1	-2	-2	-28	-9	-4	-4	-6	0	-5	10	-19
COc1ccccc1NC(=O)CCC(=O)OCc1ccc(Br)cc1	-23	0	-13	9	10	0	1	-13	-18	-29	2
COc1ccc(C2/C=C\CN(CC(C)C)CC(=O)N2Cc2cccc(F)c2)cc1 (stereo not drawn)	-17	12	6	1	14	-1	-2	25	-2	-20	23
C[C@@H](C(=O)Nc1ccc(SC(F)F)cc1)N1C(=O)C2CCCCC2C1=O (stereo partly drawn)	12	-8	7	-11	0	-14	-3	-9	-18	0	4
FC(F)(F)c1ccc(Cl)c(NC(=S)N/N=C/c2ccccc2C(F)(F)F)c1	6	-4	14	0	6	6	14	15	-15	-3	19
COc1ccc(CCN2CC(C(=O)N(C)Cc3ccccc3OC)CCC2=O)cc1 (stereo not drawn)	4	4	-10	-8	-4	17	-1	3	-3	-12	6
Cc1ccc2[nH]c3c(c2c1)CNCC3	-20	6	26	-5	-15	13	-13	10	4	8	9
O=C(O)Cn1cc(F)c(=O)[nH]c1=O	-4	.	6	-21	.	7	13	4	1	-27	-14
CCOc1cc(C(=O)O)ccc1OCCOc1ccccc1	-49	-8	14	-10	1	2	-2	-2	21	-5	-3
C=CCN1C(=O)C2C(C(=O)NC3CCCCC3)C3C=CC2(O3)C1C(=O)NC1CCCC1 (stereo not drawn)	7	-3	-4	1	3	-10	-20	15	-5	-6	-4
CC(=O)Nc1nc(-c2ccc3c(c2)CCN3S(C)(=O)=O)cs1	-32	-30	-18	5	-28	-8	-61	-49	5	-16	-39
N#C/C(=C(/O)c1cccs1)c1nc2ccccc2[nH]1	-35	3	34	7	14	6	1	-9	-1	-63	-21
CCOC(=O)c1c(C)[nH]c(C(=O)Nc2ccc(NC(C)=O)cc2)c1C	1	-2	-5	0	19	4	18	1	6	3	22
O=C(CSc1ncnc2nc[nH]c12)Nc1nnc(SCc2ccc(Cl)c(Cl)c2)s1	-1	-1	42	6	6	1	11	-10	-14	-2	13
Cc1oc(C)c(C(=O)NCCCC(=O)O)c1C(=O)NCCCC(=O)O	-6	0	8	6	-6	-8	-17	19	-10	2	-1
Cc1cc(C)c(S(C)(=O)=O)c(Sc2ccc(Cl)cc2)n1	3	3	0	-4	1	8	0	-4	15	-10	6
COc1ccc(NC(=O)CSc2nc(=O)n(CCN(C)C)c3c2CCCC3)cc1OC	-4	4	-4	2	3	3	18	3	7	-12	4
Cc1ccc(C2C(C(=O)O)c3ccccc3C(=O)N2C)c(C)c1 (stereo not drawn)	-2	4	4	1	18	1	-20	-1	-7	-5	-3
Cn1c(N)c(C(=O)COC(=O)/C=C/c2ccc(S(=O)(=O)N3CCOCC3)cc2)c(=O)n(C)c1=O	-5	3	-9	-14	-9	-4	6	-7	24	10	.
CCOC(=O)C1(Cc2cccc(OC)c2)CCN(C/C=C/c2ccccc2)CC1	-6	19	4	7	26	-8	5	-4	-3	7	67
COc1ccccc1CNC(=O)Cc1c[nH]c2ccccc12	-13	-13	-16	-11	13	4	-20	-6	-7	-10	8
CCn1c(Cc2ccccc2)nnc1SCC(=O)Nc1nnc(-c2ccccc2)s1	-6	-8	-31	18	-1	-10	0	-20	3	16	-18
CC1(C)Cc2cccc(OCC(=O)Nc3ccc(S(N)(=O)=O)cc3)c2O1	-10	2	9	-11	9	14	0	-10	12	7	13
CC(C)(C)OC(=O)N1CCC[C@H]1C(=O)N/N=C/c1cccc2cccnc12	-13	8	8	-4	-7	-3	15	5	-11	6	-7
CCN(CC)C(=O)C1CCCN(Cc2cccc(Oc3ccccc3)c2)C1 (stereo not drawn)	7	6	-2	2	8	-4	3	2	9	10	11
CS(=O)(=O)c1ccc(Cl)c(NC(=O)c2cc(S(=O)(=O)N3CCOCC3)ccc2N2CCCC2)c1	-30	1	-19	-2	-11	3	8	-6	-14	9	1
CCCc1cc(=O)[nH]c(SCC(=O)c2cc(C)n(CCC)c2C)n1	-3	-4	-25	-15	2	12	-3	12	8	13	-8
O=C(O)C(=O)/C(=C\c1cccc(Cl)c1)c1ccc2ccccc2n1	-99	-41	-58	0	-59	0	-63	-118	-2	-19	-72
C[C@H](CO)N1C[C@H](C)[C@@H](CN(C)C)OCc2cnnn2CCCC1=O	4	-1	13	-6	-17	-10	-9	9	-2	-18	10
O=C(Cc1ccc(F)cc1)N/N=C/c1ccncc1	-10	-2	-7	8	-9	-8	17	-3	21	12	-5
c1ccc2nc(-c3ccc(-n4ccnc4)cc3)ccc2c1	-91	-30	-19	32	-23	3	-79	-168	18	-24	-31
COc1ccc(C2CC(c3cccs3)=NN2C(=O)CSc2nc3c(cnn3-c3ccccc3)c(=O)[nH]2)cc1 (stereo not drawn)	3	-5	-31	11	-6	4	0	5	11	19	8
O=C(Nc1ccc(Br)cc1)c1cc(-c2ccncc2)nc2ccccc12	4	-15	36	28	12	-14	-25	10	19	16	-2
COc1ccc(NC(=O)CN2CCC(C)CC2)c([N+](=O)[O-])c1	-14	-6	-41	7	7	10	-7	44	-18	3	-21
O=C1CCCN1c1ccc(S(=O)(=O)Nc2ccc3c(c2)OCCO3)cc1	14	-18	19	19	22	-28	19	38	21	19	49
CCCCCCCC(=O)NN1CCOCC1	-16	-2	-7	-1	15	12	-6	-12	-21	-4	0
CCCS(=O)(=O)NC(=O)C1(C)CCN(C(=O)c2ccccc2OC(F)(F)F)C1 (stereo not drawn)	-19	.	3	-6	3	-1	0	29	-25	7	-16
S=C(NCCSCc1ccc(Cl)cc1Cl)Nc1ccccc1	-21	-4	38	-7	10	-10	14	16	17	3	-9
COc1ccc(NC(=O)c2ccsc2NC(C)=O)cc1	-8	-3	-32	0	-24	-2	6	6	-5	-13	3
C#CCOCCOCCOCCNc1nc(N2CCN(C(=O)CCCCCCCCCCNC(=O)[C@H](CCCCN)n3cc(CCCC(=O)O)nn3)CC2)nc(N2CCN(C(=O)CCCCCCCCCCNC(=O)[C@H](CCCCN)n3cc(CCCC(=O)O)nn3)CC2)n1	-3	2	-9	-2	.	13	-15	9	7	0	-14
COc1ccc(F)cc1S(=O)(=O)NCC(c1ccc2c(c1)OCO2)N1CCN(C)CC1 (stereo not drawn)	9	0	20	20	12	-3	16	3	-3	-6	4
CC(=O)N1CCC(C(=O)OCc2ccccc2F)(c2ccccc2)CC1	11	-15	-12	-17	-6	1	2	-9	-4	-8	-14
CN(CC(=O)Nc1cccc(F)c1)C(=O)c1cc(-c2ccco2)nc2ccccc12	19	-5	-12	-10	9	-12	20	18	8	13	-19
O=C1CCC(C(=O)O)N1 (stereo not drawn)	5	-5	-1	3	-2	-2	-7	-6	4	-27	-10
COc1cccc2c1OCC(CN1CCN(C3CCCCC3)C(CCO)C1)=C2 (stereo not drawn)	8	-9	-11	3	9	-4	11	-5	8	-7	23
CN(CCO)C1=CC(=O)CC(C)(C)C1	-6	0	1	-4	-5	-11	16	15	-6	-3	-6
O=C(Cc1ncon1)Nc1ccc(F)c(F)c1F	-3	-1	-4	-14	6	-5	6	22	6	3	-13
O=C(COC(=O)CCc1c[nH]c2ccccc12)Nc1cccc(Cl)c1	-31	-11	12	-6	-24	0	12	1	-8	-20	12
CC(=O)N1CCC(N(CCN2CCOCC2)C(=S)Nc2cccc(C)c2)CC1	-2	-4	6	-8	11	3	-4	9	-18	12	-6

(list continues)
molecule	NCOA1 inh	EBV LMP1 NFkB	TROY NFkB inh	C8 TRAIL sens	COUP-TFII inh	KKLEB cytotox	NCOA3 inh	NR5A2 inv ag	TWEAK Fn14 block	CF NFkB inh	Shn3 3UTR inh
CN1CCN(S(=O)C23CC4CC(CC(C4)C2)C3)CC1 (stereo not drawn)	3	-1	15	-1	15	3	-5	2	3	-2	5
CCCc1nn(C)c(C(=O)Nc2ccc(C)c(C)c2)c1Cl	-43	-27	-13	0	-25	12	-33	-42	-30	1	-62
Cc1cc(C)n2nc(SCC(=O)Nc3ccccc3F)nc2n1	3	1	-7	3	12	12	9	-27	-5	-6	3
Cc1ccc(Cn2cc(/C=N/NC(=O)Cc3nnc(NC(=O)c4ccc(C)cc4)s3)c3ccccc32)cc1	-10	-22	5	21	18	-10	-14	-9	1	-8	7
COc1ccc(C)cc1C(=O)CCC(=O)NC1CCCCC1	-2	-4	-1	10	18	-13	3	-10	-3	-14	-14
Cc1ccc(C(=O)COC(=O)CCN2C(=O)C3C4CC(C(Br)C4Br)C3C2=O)cc1 (stereo not drawn)	3	-9	1	5	-3	-1	1	-1	-2	-10	1
CC1CCN(C(=O)c2cc3nc(C4CC4)cc(C(F)(F)F)n3n2)CC1	-10	4	-2	6	15	6	12	17	5	-2	4
O=C1OC(N2C(=O)CC[C@H]2C(=O)Nc2ccc3c(c2)OCO3)c2ccccc21 (stereo partly drawn)	4	-3	-4	-6	-18	2	9	-3	-4	1	-13
O=C(/C=C\N1CCOCC1)c1ccc(Br)cc1	-55	-22	-38	-1	20	-2	-41	-2	0	-2	-14
COC(=O)c1cc(NS(=O)(=O)c2ccc(N3CCCCC3)c([N+](=O)[O-])c2)cc(C(=O)OC)c1	13	-2	13	1	-2	2	7	5	-12	-4	4
OCCn1ccc(-c2ccccc2OCc2ccc(F)cc2)n1	4	6	-22	-14	18	-10	-2	1	-2	2	-6
C=CCc1c(C)nc2cc(-c3ccc(C)cc3)[nH]n2c1=O	-123	12	37	42	-21	-3	-104	-101	63*	-9	-58
O=C(NN1CCCCC1)c1cccc(COc2ccc(Cl)cc2)c1	-83	-19	-38	8	-27	0	-89	-92	-2	-8	-76
COc1ccc(OC)c(NC(=O)c2cnc(Nc3ccccc3OC)c3ccccc23)c1	17	11	4	-18	-18	-8	21	5	1	18	12
Fc1ccccc1N1CCN(CC2CC3C=CC2C3)CC1 (stereo not drawn)	-6	8	-12	-3	-1	6	-4	4	-7	-5	-33
Cc1cccc(C)c1OCC(O)CNC(C)(C)C (stereo not drawn)	-20	-2	-6	5	12	-5	12	11	-6	11	-40
Cc1ccc(-c2csc(C(C)(O)c3ccc(F)c(F)c3)n2)cc1C (stereo not drawn)	15	.	-2	-5	-13	2	3	5	21	3	6
